Screens as filed in PubChem BioAssay.
GDH-TPI inh – counter-screen for M. tuberculosis FBA inhibitors: GDH-TPI coupled enzymes; GDH-TPI coupled enzyme counterscreen, NADH absorbance; inhibition, % at 4.8 µM; 360,000 compounds, 1.2% hits; AID 588335;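 note: 0% = DMSO wells and 100% = wells lacking the enzyme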
Mtb FBA inh – inhibitors of M. tuberculosis fructose-bisphosphate aldolase; 360,000 compounds, 2.3% hits; purified M. tuberculosis FBA, fluorescence read-out; inhibition, % at 1 µM; P9WQA3; in the data active = inhibition above about 27%;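 note: 0% = vehicle and 100% = reference inhibitor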
Target sequence (P9WQA3 whole entry, looked up): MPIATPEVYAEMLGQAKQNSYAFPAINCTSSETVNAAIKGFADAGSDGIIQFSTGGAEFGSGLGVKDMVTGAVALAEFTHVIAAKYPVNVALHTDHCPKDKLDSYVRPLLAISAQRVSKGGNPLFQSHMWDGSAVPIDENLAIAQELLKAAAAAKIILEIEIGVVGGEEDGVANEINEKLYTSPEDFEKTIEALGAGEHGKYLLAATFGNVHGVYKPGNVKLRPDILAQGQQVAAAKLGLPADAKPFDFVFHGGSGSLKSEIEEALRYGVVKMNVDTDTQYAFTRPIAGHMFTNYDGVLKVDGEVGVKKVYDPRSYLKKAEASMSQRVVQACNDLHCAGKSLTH
Mtb BioA inh – inhibitors of Mycobacterium tuberculosis BioA enzyme; inhibition, % at 9.99 µM; purified M. tuberculosis BioA enzyme, plate reader; 360,000 compounds, 0.096% hits; in the data active = inhibition above about 40%; inconclusive = no clear call, values can overlap the other calls
CCHFV vOTU inh – blocks the CCHF virus ovarian tumor domain protease. CCHFV vOTU protease, Pep-AMC fluorescence. 370,000 compounds, 0.55% hits. AID 651958. inhibition, % at 11.5 µM; note: 0% = vehicle wells with enzyme and 100% = no enzyme wells
BoNT-F LC inh – inhibitors of Botulinum neurotoxin F light chain protease; Multiplex microsphere protease cleavage assay, flow cytometry; inhibition, % at 10 µM; AID 588497; 360,000 compounds, 0.22% hits; in the data active = inhibition above about 35%, passing the limit was not always enough; inconclusive = no clear call, values can overlap the other calls; note: plate controls were buffer without enzyme for full effect and enzyme alone for no effect
Mtb UGM inh – inhibitors of M. tuberculosis UDP-galactopyranose mutase. inhibition, % at 10 µM. purified UGM, fluorescence polarization probe displacement. AID 504406. P9WIQ1. 320,000 compounds, 0.06% hits; in the data active = inhibition above about 10%, passing the limit was not always enough; inconclusive = no clear call, values can overlap the other calls
Target sequence (P9WIQ1 whole entry, looked up): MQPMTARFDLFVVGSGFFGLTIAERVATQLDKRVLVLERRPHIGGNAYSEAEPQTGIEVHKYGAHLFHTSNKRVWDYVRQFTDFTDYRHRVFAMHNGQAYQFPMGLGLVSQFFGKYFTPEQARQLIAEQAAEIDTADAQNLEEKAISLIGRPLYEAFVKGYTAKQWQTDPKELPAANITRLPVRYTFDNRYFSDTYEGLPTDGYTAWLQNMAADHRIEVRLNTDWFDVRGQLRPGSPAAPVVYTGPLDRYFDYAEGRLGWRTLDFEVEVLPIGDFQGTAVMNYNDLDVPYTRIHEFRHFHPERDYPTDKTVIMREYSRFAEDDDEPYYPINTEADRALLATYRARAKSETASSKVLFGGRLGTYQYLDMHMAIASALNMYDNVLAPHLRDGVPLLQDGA
BoNT A protease – blocks Botulinum neurotoxin A light chain protease; AID 588499; inhibition, % at 10 µM; 360,000 compounds, 0.17% hits; multiplex microsphere protease substrate cleavage, flow cytometry; in the data active = inhibition above about 30%; inconclusive = no clear call, values can overlap the other calls; note: plate controls were buffer without enzyme for full effect and enzyme alone for no effect
PrPC TRFRET – inhibitors of human cell surface prion protein PrPC | inhibition, % at 13.8 µM | 370,000 compounds, 0.43% hits | TR-FRET read-out; in the data active = inhibition above about 24%; note: 0% = median of the test wells and 100% = reference compound wells
FadD28 binding – blocks FadD28 binding to the bisubstrate probe. fluorescence polarization. inhibition, % at 12.5 µM. 360,000 compounds, 0.22% hits; in the data active = inhibition above about 8.5%, passing the limit was not always enough; inconclusive = no clear call, values can overlap the other calls
* marks the source's active call; other numbers are inactive results; ? = inconclusive; nt = not tested or not shown. Cut-off read from the data, not from the text of the source, unless noted: active = inhibition above about 30%; inactive = the rest.

mol | GDH-TPI inh | Mtb FBA inh | Mtb BioA inh | CCHFV vOTU inh | BoNT-F LC inh | Mtb UGM inh | BoNT A protease | PrPC TRFRET | FadD28 binding
CCOC(=O)Cc1nnc(NC(=O)CSc2ccc(Cl)cc2)s1 | -2 | 3 | -2.6 | 7 | -3 | -1.0 | -0.6 | 9 | 1.4
CCOc1ccc(-c2n[nH]c(=S)o2)cc1 | -1 | 22 | nt | -11 | -7 | 2.0 | -0.3 | 2 | 0.3
CCCc1cc(=O)[nH]c(SC/C=C/c2ccccc2)n1 | -2 | 1 | 4.3 | 7 | 10 | -0.3 | 2.0 | 2 | -1.1
Cc1cccc(/N=C/c2nc(-c3ccccc3Br)oc2O)n1 | 15 | 3 | -0.5 | 8 | -2 | -3.1 | 0.8 | -8 | -1.0
Cn1nnnc1SCC(=O)NC(=O)NCc1ccccc1 | -1 | -2 | -2.2 | 4 | -8 | 0.6 | 0.5 | 1 | -1.5
COc1cccc(C(=O)Cn2c(=O)n(CCC(=O)NCC3CCCO3)c(=O)c3cc(OC)c(OC)cc32)c1 (configuration not stated) | 8 | -5 | nt | 0 | -4 | -0.3 | -0.4 | -3 | -3.3
N#Cc1cc(C(=O)c2cc(F)ccc2O)cn(Cc2ccccc2)c1=O | 9 | 2 | nt | 5 | -4 | -1.8 | 0.1 | -2 | -0.1
Oc1cc(NCc2ccc(F)cc2)cc2cccnc12 | 8 | 1 | -3.2 | 18 | -18 | -2.0 | -0.7 | 4 | -1.5
COc1cccc2c1OC1(C)CC2NC(=O)N1 (configuration not stated) | 7 | 0 | -0.1 | -9 | nt | 1.6 | nt | 2 | -2.1
CC1=C(C(=O)N(C(C)C)C(C)C)CC(CC(=O)NCc2cccc3ccccc23)C(=O)N1CCC1=CCCCC1 (configuration not stated) | nt | -4 | -4.0 | 14 | 3 | nt | -0.2 | 4 | -3.7

Entries shown so far that have a halogen, in the order listed:
mol | GDH-TPI inh | Mtb FBA inh | Mtb BioA inh | CCHFV vOTU inh | BoNT-F LC inh | Mtb UGM inh | BoNT A protease | PrPC TRFRET | FadD28 binding
CCOC(=O)Cc1nnc(NC(=O)CSc2ccc(Cl)cc2)s1 | -2 | 3 | -2.6 | 7 | -3 | -1.0 | -0.6 | 9 | 1.4
Cc1cccc(/N=C/c2nc(-c3ccccc3Br)oc2O)n1 | 15 | 3 | -0.5 | 8 | -2 | -3.1 | 0.8 | -8 | -1.0
N#Cc1cc(C(=O)c2cc(F)ccc2O)cn(Cc2ccccc2)c1=O | 9 | 2 | nt | 5 | -4 | -1.8 | 0.1 | -2 | -0.1
Oc1cc(NCc2ccc(F)cc2)cc2cccnc12 | 8 | 1 | -3.2 | 18 | -18 | -2.0 | -0.7 | 4 | -1.5

More structures.
mol | GDH-TPI inh | Mtb FBA inh | Mtb BioA inh | CCHFV vOTU inh | BoNT-F LC inh | Mtb UGM inh | BoNT A protease | PrPC TRFRET | FadD28 binding
CCCCN(C(=O)COc1ccc(NC(C)=O)cc1)C1CCS(=O)(=O)C1 (configuration not stated) | 1 | 3 | -0.9 | -12 | 6 | 1.9 | 1.1 | -2 | -2.2
CC1(C)CC(NC(=O)C2CCC(=O)N(C3CC3)C2)CC(C)(C)C1 (configuration not stated) | -1 | 1 | -2.2 | 8 | 4 | -1.0 | -0.6 | -1 | -0.5
O=C(OCC(=O)N(Cc1ccccc1)C1CCS(=O)(=O)C1)c1cc2c(s1)CCCC2 (configuration not stated) | 12 | 2 | nt | -3 | 0 | -0.3 | -0.8 | -1 | -2.0
O=C(Nc1nnc(SCCN2CCOCC2)s1)C1CC(=O)N(c2ccc(F)cc2)C1 (configuration not stated) | 19 | -1 | -1.4 | -4 | 7 | 2.0 | 2.0 | -1 | -0.7
COc1ccc(C(=O)NNC(=S)NC(=O)c2ccccc2[N+](=O)[O-])cc1 | 21 | -2 | nt | -4 | 3 | 0.6 | -0.2 | -10 | 0.0
Cc1[nH]c(C)c(S(=O)(=O)N2CCN(c3ccccc3F)CC2)c1C(=O)N1CCCC1 | 1 | 5 | 0.6 | 10 | 3 | -0.1 | 0.3 | -7 | -0.4
CN(C)C(=O)c1cccc(-c2cnc3c(NC=O)cc(-c4ccccc4F)cn23)c1 | 9 | 8 | 13 | -9 | 1 | nt | -0.3 | -8 | -0.3
CCOc1ccccc1N(C)S(=O)(=O)c1ccc2c(c1)CC(C)N2C(=O)C1CC1 (configuration not stated) | 4 | 1 | 1.8 | -2 | nt | 0.2 | nt | -6 | 1.9
Cc1ccc(C(=O)CCC(=O)CCC(=O)O)cc1 | 1 | 0 | -1.3 | -1 | -8 | 0.8 | 0.1 | 1 | -0.5
COc1ccc(-c2ccc3oc(-c4ccc(OC)cc4)c(C#CCCO)c3c2)cc1 | 29 | 9 | 1.1 | -7 | 1 | -0.1 | -0.2 | -3 | -5.3
COc1cc(F)ccc1-c1csc(C(C)(O)c2ccc(F)c(F)c2)n1 (configuration not stated) | 2 | 0 | 0.7 | 16 | -2 | nt | -0.8 | 8 | -2.2
O=C(COC(=O)c1cc2ccccc2oc1=O)c1cccc([N+](=O)[O-])c1 | -2 | 2 | nt | 2 | 1 | 2.5 | 0.5 | -2 | -5.0
CCC1SC2=NC(C)=C(C(=O)OCC(C)C)C(/C=C/c3ccccc3OC)N2C1=O (configuration not stated) | 16 | 2 | -1.0 | 11 | 2 | -1.1 | 0.7 | 2 | -1.0
Cn1c2c(c(=O)n(C)c1=O)C(C(F)(F)F)(C(F)(F)F)N=C(CCC1CCCCC1)N2 | 2 | -2 | 0.6 | 7 | -1 | 1.4 | -0.1 | 23 | -1.9
O=S(=O)(NCCc1ccccn1)c1ccc(OC(F)(F)F)cc1 | -6 | -1 | -0.9 | 4 | 4 | -0.5 | -1.8 | 2 | -0.7
Cc1cc(NC(=O)c2ccc(F)cc2)n(CCOC(=O)c2ccc(F)cc2)n1 | -1 | 2 | nt | 1 | -5 | -0.6 | -0.6 | 1 | -1.0
O=C(CN1C(=O)NC2(CCCCC2)C1=O)Nc1cccc2ncccc12 | 1 | 6 | -0.4 | -8 | -2 | -1.1 | -0.3 | -7 | -1.8
CSc1ncc(Cl)c(C(=O)Nc2c(C)cccc2C)n1 | 7 | 3 | -1.6 | -7 | -2 | -3.6 | -2.8 | 2 | 0.3
CN(Cc1ccccc1)C(=O)c1nc2ccccn2c1CN1CCC(N2CCOCC2)CC1 | 0 | 4 | -0.6 | -7 | 2 | -2.4 | -0.3 | -5 | -2.1
CC(=O)c1cccc(-c2ccc3c(c2)C(C)(Cc2ccccc2F)C(=O)N3)c1 (configuration not stated) | 14 | -1 | -0.9 | 2 | -13 | nt | -0.2 | 11 | -0.4
CCN(C(=O)CSc1nc2cc(Cl)ccc2c(=O)n1Cc1ccco1)C1CCS(=O)(=O)C1 (configuration not stated) | 9 | 1 | nt | 14 | 0 | -1.1 | -0.6 | -12 | -0.8
CCOC(=O)c1c(C)[nH]c(C(=O)CN2C(=O)NC(C)(CC(C)C)C2=O)c1C (configuration not stated) | 5 | 2 | nt | -3 | -4 | 2.7 | 0.0 | -8 | -1.7
O=C(Cc1ccccc1)NCC(=O)N1CCN(c2ccccc2F)CC1 | 4 | 3 | -3.1 | 9 | 5 | -0.8 | 0.7 | -2 | 1.5
COc1ccc(-n2cnnc2SCC(=O)Nc2cc(S(=O)(=O)N3CCCCC3)ccc2C)cc1 | 5 | 0 | 1.3 | -5 | 4 | nt | 2.5 | 11 | -1.5
CCOc1cc(C(=O)N2CCOCC2)ccc1OCc1ccccc1 | 8 | -1 | -0.9 | 6 | -5 | 1.8 | 0.4 | 1 | -1.8
COc1cc(C(=O)N(C)C2CCCN(Cc3ccccc3F)C2)cc(OC)c1OC (configuration not stated) | -4 | 1 | -1.5 | 10 | -8 | -1.1 | -2.0 | 9 | -0.9
CC(=O)N1N=C2C3CCN(CC3)C2C1c1ccc(Br)cc1 (configuration not stated) | 2 | 2 | nt | 7 | 3 | 0.3 | -0.3 | 6 | -0.9
COc1cccc(/C=N/n2c(-c3ccco3)nc3ccccc3c2=O)c1OC | 4 | 0 | nt | 17 | -5 | 11* | -0.5 | 8 | -3.3
C=CCN(C(=O)c1csnn1)C(C(=O)NCc1ccc(F)cc1)c1ccccc1F (configuration not stated) | -11 | -10 | 1.3 | 18 | -20 | -2.6 | -0.4 | 3 | -3.2
CC(=O)NS(=O)(=O)c1ccc(NC(=O)c2ccc(Cl)cc2[N+](=O)[O-])cc1 | 2 | 0 | 0.6 | 2 | 1 | -0.7 | 0.4 | -21 | -16

(list continues)
The line under a structure holds: GDH-TPI inh	Mtb FBA inh	Mtb BioA inh	CCHFV vOTU inh	BoNT-F LC inh	Mtb UGM inh	BoNT A protease	PrPC TRFRET	FadD28 binding
- CCCNC(=O)c1noc2c1CCc1ccccc1-2
  -3	-1	-0.2	-3	-1	1.1	-0.1	-4	-2.9
- C=CCN(C(=O)CN1CCCCC1)c1nc(-c2ccccc2)cs1
  -5	-9	-3.1	10	10	-1.3	-0.4	6	-4.5
- CCCCSc1nc(N)nc2c1ncn2C1OC(CO)C(O)C1O (configuration not stated)
  7	0	-0.4	-17	3	nt	-0.1	8	-0.7
- COc1cccc(-c2nnc(NC(=O)CCS(=O)(=O)c3ccc(F)cc3)o2)c1
  4	-1	-0.8	2	7	nt	-0.1	1	-0.2
- O=[N+]([O-])c1ccc(N2CCN(CCOc3nonc3-c3ccccc3)CC2)c(Cl)c1
  -4	-1	0.9	8	-10	1.1	0.2	-3	-2.0
- NCC(=O)NCC(=O)NC[C@H]1O[C@@H](n2ccc(=O)[nH]c2=O)[C@H](O)[C@@H]1O
  -12	2	0.1	-4	5	nt	-0.2	-4	-1.7
- CC12CCC(c3c(CO)nn(-c4ccccc4)c31)C2(C)C (configuration not stated)
  8	0	3.6	3	-6	-1.0	-1.3	-1	-4.5
- CCOc1ccc(C(=O)Cc2cc(OC)c(OC)cc2[N+](=O)[O-])cc1
  7	8	-0.7	1	-6	0.7	-0.7	-3	-1.7
- FC(F)Oc1ccc(NC(=S)NCc2cccnc2)cc1
  7	6	nt	-1	5	0.9	0.5	5	-1.7
- O=C(CN1CC=C(c2ccccc2)CC1)Nc1c(Cl)cccc1Cl
  3	3	nt	-15	-4	0.9	-0.1	-4	-2.2
- O=C(CSc1nnnn1Cc1ccccc1)c1ccc(F)cc1
  -9	-2	-0.5	-2	-1	0.4	0.8	9	-1.0
- COc1ccccc1NS(=O)(=O)c1cccc(C(=O)NCC(C)(C)N2CCOCC2)c1
  -4	0	-1.6	-1	-1	-3.9	1.1	3	-1.5
- COc1ccc(C(=S)N2CCN(c3ccccc3C)CC2)cc1OC
  19	3	-5.9	7	-8	nt	-0.5	0	-0.1
- Fc1ccc(CNc2ccc(CNc3ncn[nH]3)cc2)cc1
  0	3	nt	-14	4	nt	6.4	-3	0.3
- COc1ccc(-c2coc(CCC(=O)N3CCN(c4cc(C)ccc4C)CC3)n2)cc1
  15	-2	0.3	8	2	nt	0.0	0	-3.2
- O=C(Nc1cccc2ccccc12)c1csc([C@@H]2O[C@H](CO)[C@@H](O)[C@H]2O)n1
  12	2	0.6	-8	0	nt	0.2	2	-2.4
- NC(=O)C1CCN(c2nc(C3CC3)nc3c2nnn3Cc2ccccc2Cl)CC1
  6	-1	-0.5	5	-5	-2.6	?	-2	-0.3
- O=c1c2ccccc2nnn1Cc1nnc(-c2ccccc2Br)o1
  -10	0	nt	20	-2	0.0	-0.7	-2	-5.4
- c1ccc2nc3ccccc3nc2c1
  4	4	-0.5	-10	-8	-0.7	0.1	-2	0.7
- CCN(CC)CCCC(C)n1c(C)cc(C(=O)NS(=O)(=O)c2ccc(C)cc2)c1C (configuration not stated)
  1	-2	-2.2	0	-5	nt	-0.4	-3	-2.4
- O=S(=O)(c1ccc(Cl)nc1)N1CCCCC1
  -3	-2	6.4	-13	5	2.8	0.9	0	-0.3
- CN(C)/C=C/C(=O)c1ccc([N+](=O)[O-])c(CS(=O)(=O)c2ccccc2)c1
  15	-1	2.2	13	10	3.4	2.0	-14	5.9
- CCN(CC)CCN1C(=O)C(=O)/C(=C(/O)c2ccncc2)C1c1ccccc1 (configuration not stated)
  13	1	-1.2	7	16	-0.8	0.2	-5	-4.0
